697 NFkB inh: lowers PMA/ionomycin-induced NF-kB signal in 697 B cells; 697 B-cell NF-kB luciferase reporter, 16 h; inhibition, % at 4 µM; 0.33% of 330,000 active; AID 435022; in the data active means inhibition above about 35%
UPR XBP1 act: adaptive UPR (XBP1) activation | 0.33% of 330,000 active | activation, % at 20 µM | CHO-XBP1 luciferase reporter, IRE1-XBP1 UPR activation, luminescence; percent of tunicamycin response, DMSO as zero | AID 463104;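 active means versus positive control, 20 µM dose yields 30% or more activation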;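 further: 100% = tunicamycin at 10 µg/mL and 0% = DMSO only wells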
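assay system = CHO-XBP1 luciferase reporter cells | amount = 1000 cells/well | buffer or medium = F12 plus 10% FBS | compound dosing = single point, 20 µM final compound, 1% DMSO | incubation = 16-18 h cell attachment at 37 °C, then 6 h compound exposure | detection = Steady-Glo luminescence read | controls = tunicamycin 10 µg/mL and vehicle-only wells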
tim10-1 inh: tim10-1 yeast growth inhibition; 2.2% of 330,000 active; AID 463190; inhibition, % at 20 µM; S. cerevisiae tim10-1 ts strain growth, BacTiter-Glo, 24 h;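 active means inhibition of at least 40%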;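 further: mutant grown at 25 °C; 0% = DMSO wells with yeast and 100% = wells holding no yeast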
Mdm2 MdmX PPI: inhibitors of human Mdm2/MdmX interaction. O15151+Q00987. SaOS-2 split-luciferase Mdm2/MdmX complementation, luminescence. inhibition, % at 8 µM. 3% of 330,000 active. AID 485346;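 active means inhibition of at least 50% at 8 µM in the primary screen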
Target sequence (O15151 whole entry, looked up): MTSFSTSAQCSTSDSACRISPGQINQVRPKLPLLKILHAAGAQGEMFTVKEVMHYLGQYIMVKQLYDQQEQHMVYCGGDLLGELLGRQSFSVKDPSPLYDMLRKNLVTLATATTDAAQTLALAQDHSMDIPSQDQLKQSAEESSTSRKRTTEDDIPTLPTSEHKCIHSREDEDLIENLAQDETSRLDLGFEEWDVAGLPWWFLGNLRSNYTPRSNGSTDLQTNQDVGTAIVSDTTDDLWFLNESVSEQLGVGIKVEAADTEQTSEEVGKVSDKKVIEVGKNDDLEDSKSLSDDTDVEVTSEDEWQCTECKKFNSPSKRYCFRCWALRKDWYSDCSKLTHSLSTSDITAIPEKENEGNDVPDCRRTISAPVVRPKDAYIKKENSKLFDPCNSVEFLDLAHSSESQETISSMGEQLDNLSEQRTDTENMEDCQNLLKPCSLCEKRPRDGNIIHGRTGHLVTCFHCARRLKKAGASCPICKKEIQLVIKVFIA
Target sequence (Q00987 whole entry, looked up): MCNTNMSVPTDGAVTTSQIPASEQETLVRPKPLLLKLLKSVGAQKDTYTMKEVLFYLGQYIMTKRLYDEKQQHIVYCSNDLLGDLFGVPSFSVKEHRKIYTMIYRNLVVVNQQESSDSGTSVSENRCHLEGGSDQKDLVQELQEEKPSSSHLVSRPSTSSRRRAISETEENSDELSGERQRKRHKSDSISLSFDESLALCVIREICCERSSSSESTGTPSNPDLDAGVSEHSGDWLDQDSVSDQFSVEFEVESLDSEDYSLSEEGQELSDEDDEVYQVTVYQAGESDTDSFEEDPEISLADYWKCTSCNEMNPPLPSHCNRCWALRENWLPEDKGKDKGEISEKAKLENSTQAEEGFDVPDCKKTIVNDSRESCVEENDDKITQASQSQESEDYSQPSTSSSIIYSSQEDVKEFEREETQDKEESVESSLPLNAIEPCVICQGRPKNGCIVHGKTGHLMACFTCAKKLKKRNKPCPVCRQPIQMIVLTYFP
Jurkat NFkB inh: lowers PMA/ionomycin-induced NF-kB signal in Jurkat cells. PMA/ionomycin-induced NF-kB luciferase reporter, luminescence. inhibition, % at 4 µM. 0.53% of 330,000 active; in the data active means inhibition above about 50%
TIM10 inh: inhibits growth of TIM10 yeast strain. 1.4% of 330,000 active. inhibition, % at 10 µM. S. cerevisiae TIM10 strain growth, BacTiter-Glo luminescence, 24 h. AID 463195;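 active means inhibition of 40% or more at the single tested concentration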;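 further: wild-type TIM10 isogenic control strain grown at permissive 25 °C; 0% = DMSO yeast wells and 100% = minimal medium wells without yeast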
CHOP UPR activ: apoptotic UPR (CHOP) activation; CHO-CHOP luciferase reporter, luminescence; percent of tunicamycin response over DMSO baseline; activation, % at 10 µM; 0.34% of 330,000 active;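 active means at 10 µM dose, activation of 40% or more, normalized to positive control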;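 further: 100% = tunicamycin at 10 µg/mL and 0% = DMSO alone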
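System: CHO-CHOP luciferase reporter cell line; amount: 500 cells/well; buffer or medium: F12 medium containing 10% fetal bovine serum; incubation: 6 h compound exposure at 37 °C after overnight seeding; measured by: luciferase luminescence after 10 min with Steady-Glo reagent; evaluation: % reporter activation, DMSO baseline versus tunicamycin full activation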
tim23-1 inh: tim23-1 yeast growth inhibition; inhibition, % at 20 µM; S. cerevisiae tim23-1 growth, BacTiter-Glo luminescence, 24 h; 1.3% of 330,000 active; AID 463212;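 active means growth inhibition of the mutant yeast at or above 50%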;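 further: temperature-sensitive mutant grown at 25 °C; plate controls were DMSO-treated mutant yeast for no effect and medium wells lacking yeast for full effect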
Starred values were filed as active, the others as inactive. Rows were taken by chance; about 6.6% have a hit in one of these screens.

SMILES	697 NFkB inh	UPR XBP1 act	tim10-1 inh	Mdm2 MdmX PPI	Jurkat NFkB inh	TIM10 inh	CHOP UPR activ	tim23-1 inh
Cc1ccnc2nc(C(=O)Nc3cc(Cl)ccc3N3CCOCC3)nn12	-30	11	38	22	-22	22	-1.8	32
CCc1cccc2c(C(=O)C(NCCCOC)c3ccccc3)c[nH]c12 (stereo unspecified)	9	-4	21	-7	-2	-7	1.3	23
COc1cc(/C=C2/SC(=S)N(Cc3ccccc3)C2=O)cc(OC)c1O	18	2	35	12	20	37	1.5	33
COc1ccc(C(=O)CNc2ccc(C)cc2C)cc1	-19	-6	-9	27	0	-7	0.9	-12
CN(C)[C@@H](CO)c1nnc([C@H](CCC(=O)O)NC(=O)C2CCNCC2)o1	11	2	-19	-2	7	-20	1.7	-13
c1ccc(-c2ccc(OCCCNC3CCCC3)cc2)cc1	-13	2	14	15	18	-25	0.5	15
S=C(NCc1ccc(Cl)cc1Cl)NC1CCCCC1	-6	-3	42*	8	15	-5	-0.2	37
COc1cccc(CNC(=O)CN(C)S(=O)(=O)c2cccc3cccnc23)c1	20	1	2	-11	-1	-13	0.1	13
CC1CCCC(NC(=O)c2ccc3c(=O)n(CC4CCCO4)c(=O)[nH]c3c2)C1C (stereo unspecified)	18	-2	28	-11	6	17	-0.9	30
Cc1nn(C)c(C)c1CCC(=O)O	9	-2	7	7	-11	-10	0.3	6
CCC(CC)C(=O)c1c[nH]c(C(=O)NCc2ccccc2OC)c1	-7	-1	7	12	-5	10	0.1	10
CC(=O)c1ccc(N=Nc2ccc(N)cc2)cc1	-166	-3	9	-54	-110	19	0.3	3
NC(=O)c1ccc2c(=O)n3c(-c4cc(Cl)c(N)c(Cl)c4)csc3nc2c1	-3	1	21	32	50	4	-2.2	23
COC(=O)C1=NN(C(C)=O)C2(CC(=O)N(c3cc(C)cc(C)c3)C2=O)C1 (stereo unspecified)	-3	-2	-7	-56	11	5	3.8	9
O=C1CC(=O)C(n2cncn2)C(c2ccc(Cl)cc2Cl)C1 (stereo unspecified)	3	0	16	4	-9	7	2.6	0
CCCn1c(N)c(N(CCOC)C(=O)c2ccc(N(C)S(=O)(=O)c3ccc(C)cc3)cc2)c(=O)[nH]c1=O	-19	-1	28	7	-13	-3	-0.7	0
Cc1ccc(/C=C2\SC(=S)N(c3cccnc3)C2=O)cc1	-16	-4	1	3	8	10	-0.7	8
CCN1CN(Cc2ccco2)CNC1=S	-26	0	-2	9	4	7	0.1	3
O=C1NCCN1Cc1ccccc1	24	-1	1	15	15	-4	8.8	1
CC(=O)Oc1cccc(/C=c2\sc3nc(-c4ccco4)nn3c2=O)c1	-6	0	54*	19	-2	16	3.8	61*
CCn1c2ccccc2c2c3ncc4cccn4c3ccc21	0	-5	49*	-49	-25	16	-0.3	37
O=C(Nc1ccc(F)c(F)c1)c1ccccc1-c1ccccc1	15	-6	23	16	15	27	-0.6	40
O=C(NCCS(=O)(=O)NCCCc1ccccc1)c1ccccc1	6	-2	3	12	-5	-5	-1.7	2
Cc1ccc(S(=O)(=O)N2CCOCC2)cc1C(=O)Nc1c(C)n(C)n(-c2ccccc2)c1=O	4	0	10	2	7	-20	1.2	1
Oc1ccccc1C1=NCCNC(C(F)(F)C(F)F)=C1	-22	0	21	-5	-14	-9	-1.8	3

Other results follow:
SMILES	697 NFkB inh	UPR XBP1 act	tim10-1 inh	Mdm2 MdmX PPI	Jurkat NFkB inh	TIM10 inh	CHOP UPR activ	tim23-1 inh
COc1ccc(CNC(=O)COC(=O)c2ccc(C)c(S(=O)(=O)N3CCOCC3)c2)cc1OC	14	-3	1	6	10	-1	-1.0	10
CC1CCN(c2nc(NCc3ccco3)nc(N)c2[N+](=O)[O-])CC1	-3	3	11	14	5	-4	-0.7	22
Cc1ccc(C(=O)CSC2=C(C#N)C(c3ccco3)CC(=O)N2)c(C)c1 (stereo unspecified)	10	0	19	40	-14	2	-2.4	28
CC1CCCCC12NC(=O)N(CC(=O)Nc1sccc1C(N)=O)C2=O (stereo unspecified)	-15	7	4	-27	18	11	-0.7	13
CCCn1c(SCC(=O)N2CCc3ccccc3C2)nc2c1c(=O)n(C)c(=O)n2C	2	1	14	8	19	9	-1.0	16
O=C(NCC1CCCO1)c1ccc2c(=O)n(-c3ccc(F)cc3)c(=S)[nH]c2c1 (stereo unspecified)	6	-4	0	-7	1	4	0.1	6
Cn1c(Cn2c(=O)sc3ccccc32)nnc1SCc1ccc(F)cc1	8	-1	22	-15	4	2	-1.5	20
O=C(NC(=S)N1CCCC(O)C1)c1ccco1 (stereo unspecified)	-11	0	5	17	-10	0	-0.6	0
Cc1ccnn1CC(=O)N/N=C/c1ccc([N+](=O)[O-])s1	-3	-1	27	20	3	0	-0.4	47
C=CCNC(=O)c1cc2nc(C3CC3)cc(C(F)F)n2n1	7	-1	8	19	6	3	-0.5	4
Cc1ccc2nc(SCC(=O)c3ccccc3)nc(=O)n2c1	-97	-4	30	-110	-225	-3	-3.3	14
COC(=O)c1cn(CC(=O)NCc2cccs2)c2ccccc12	-57	2	7	-91	-42	5	4.4	10
CN(C)CCCN(C(=O)CCSc1ccccc1)c1nc2cc3c(cc2s1)OCO3	13	-1	25	53*	10	30	-0.4	25
Cc1cccc(C)c1N1CCN(c2nc(N(C)C)oc(=O)c2C#N)CC1	3	-6	7	16	-1	-11	2.3	-15
O=C(Nc1ccccc1N1CCOCC1)c1cc(=O)[nH]c2ccccc12	6	-1	-1	-18	10	-4	1.1	2
COc1cc(/C=N/N=C(N)N)ccc1OCc1ccccc1Cl	-32	14	0	100*	41	6	3.8	-10
Cc1nnc(SCC2=C(C(=O)O)N3C(=O)C(NC(=O)Cn4nc(C(F)F)c(Cl)c4C)C3SC2)s1 (stereo unspecified)	6	1	7	9	-4	11	-0.8	7
CC1CN(C(=O)COc2ccc3ccccc3c2Br)CC(C)O1 (stereo unspecified)	7	0	3	17	-9	-30	-0.1	21
COc1ccc(NC(=O)CSCC(=O)N2CCN(C(=O)c3ccco3)CC2)cc1	6	0	-2	-27	2	1	0.6	13
O=C(CSc1nncs1)Nc1cccc2ccccc12	15	-3	-1	34	-5	-6	0.3	11
O=C1c2ccccc2C(O)N1Cc1ccc2c(c1)OCO2 (stereo unspecified)	15	0	-13	13	16	-14	0.6	7
Cc1cc(=O)oc2c(CN3CCN(CCO)CC3)c(O)ccc12	13	-1	-25	4	6	-22	1.4	-54
CC1CCN(S(=O)(=O)c2ccc(NC(=O)Cc3cccs3)cc2)CC1	-15	-1	54*	3	4	36	0.1	28
Cc1c(NC(=O)/C(C#N)=C/c2c(Oc3ccccc3)nc3ccccn3c2=O)c(=O)n(-c2ccccc2)n1C	-16	-1	10	25	0	10	2.0	6
COC(=O)[C@]1(Cc2ccccc2)N[C@H](CN(C)C(=O)COc2ccccc2)[C@@H]2C(=O)N(Cc3ccccc3)C(=O)[C@@H]21	-5	-3	16	18	-9	4	-0.6	2

Rewritten with two lines to a compound: entries from further up
Under each structure – 697 NFkB inh	UPR XBP1 act	tim10-1 inh	Mdm2 MdmX PPI	Jurkat NFkB inh	TIM10 inh	CHOP UPR activ	tim23-1 inh
O=C(NC(=S)N1CCCC(O)C1)c1ccco1 (stereo unspecified)
  -11	0	5	17	-10	0	-0.6	0
Cc1ccnn1CC(=O)N/N=C/c1ccc([N+](=O)[O-])s1
  -3	-1	27	20	3	0	-0.4	47
C=CCNC(=O)c1cc2nc(C3CC3)cc(C(F)F)n2n1
  7	-1	8	19	6	3	-0.5	4

New compounds follow.
SMILES	697 NFkB inh	UPR XBP1 act	tim10-1 inh	Mdm2 MdmX PPI	Jurkat NFkB inh	TIM10 inh	CHOP UPR activ	tim23-1 inh
Cc1ccc(S(=O)(=O)Nc2ccccc2CNc2ncc(Br)cc2Br)cc1	10	7	13	32	20	10	-1.0	13
CCCCNC(=O)CSc1nc2cc3c(cc2c(=O)n1CCCN(CC)CC)OCO3	-3	0	14	23	-11	10	-1.9	10
Nc1ccccc1Sc1c[nH]c2ccccc12	-27	-3	19	14	-6	24	5.3	31
COc1ccc2c(c1OC)c(=O)n1c3ccc(OC(C)C(=O)NCCN4CCOCC4)cc3c3ccnc2c31 (stereo unspecified)	30	4	20	29	18	3	0.1	11
Cc1ccc(C(CC(=O)O)NC(=O)c2ccc(S(=O)(=O)N3CCCC3)cc2)cc1 (stereo unspecified)	5	-3	7	24	5	-2	1.9	10
O=C(Nc1ccc(F)cc1)Nc1ccccc1NS(=O)(=O)c1cccs1	-10	-1	7	6	2	10	-3.1	2
CC1(C(=O)NC2CCCCCCC2)CCC(=O)N1CCN1CCOCC1 (stereo unspecified)	-1	-1	-8	10	15	-3	-0.2	0
CCN1C(=O)C(CC(=O)Nc2ccc(F)cc2)N(CCc2ccc(OC)cc2)C1=S (stereo unspecified)	11	-2	-19	8	7	-83	-1.1	-7
CC1=C(C(=O)Nc2ccccc2C)C2(CCCCC2)C(C(N)=O)C(=S)N1 (stereo unspecified)	10	1	12	-3	6	11	0.4	15
O=C(NN=C1CCCCCCCCCCC1)c1cccnc1	4	-3	6	-19	-14	-2	0.2	2
COc1ccc(CNC(=O)CCNC(=O)N2CCn3c2nc2ccccc23)cc1	7	-2	15	4	20	-1	-1.9	10
O=C(Nc1nccs1)C1CC(=O)N(c2ccc(F)cc2)C1 (stereo unspecified)	11	5	-20	19	19	-11	-1.7	-18
CC(C)(C)n1nc2c(c1NC(=O)c1ccc(S(=O)(=O)N3CCCC3)cc1)CSC2	5	-1	5	13	11	30	-0.5	3
Cc1n[nH]c(=O)nc1N1CCN(c2ccccc2)CC1	8	-3	-3	-26	19	-2	-0.4	-3
CCNCC(=O)Nc1ccc(N2CCOCC2)cc1	11	3	-1	16	10	-6	-0.5	-4
O=C(NCc1ccco1)c1cc(-c2ccc3c(c2)OCO3)on1	-61	-2	14	-49	-96	-20	0.6	0
COc1ccc(Nc2oc(-c3ccc(OC)cc3)nc2C#N)cc1	-147	9	-7	-66	-58	7	8.7	14
Cc1cc(NS(=O)(=O)c2c(C)c(C)cc(C)c2C)no1	9	-7	19	20	-6	-3	1.6	17
CNc1nc(SCc2ccccc2Cl)nc2c1CCCC2	10	2	42*	26	4	46*	2.0	54*
N#C/C(=C/c1ccc(N2CCCCC2)cc1)c1cccc(F)c1	-61	5	18	-64	-88	23	8.9	23
CCCNC(=O)CCc1nnc2ccc(N3CCC(C)CC3)nn12	8	-4	15	9	8	-1	-0.6	-1
COc1ccccc1C(=O)NC(=S)NNC(=O)c1sc2ccccc2c1Cl	2	38*	-6	42	10	2	48*	-37
O=C(NCc1ccc(Cl)cc1)c1ccc(CNc2c(N3CCOCC3)c(=O)c2=O)cc1	15	-2	-3	16	-4	-26	-1.0	2
COc1ccc2nc(NC(=O)c3ccccc3F)sc2c1	-279	-5	-3	-216	-154	3	0.5	7
COc1cc(CN2CCN(c3ncccn3)CC2)cc(OC)c1	7	1	-22	19	3	-10	2.5	5
Cc1cc(C(=O)CCl)c(C)n1Cc1ccco1	14	-1	38	10	10	46*	99*	34
Cc1ccc2nc(/N=C(\N)NC(=O)NC3CCCCC3)nc(C)c2c1	-16	5	-10	65*	23	12	12	22

Arranged by molar mass (ascending): some entries from above
SMILES	697 NFkB inh	UPR XBP1 act	tim10-1 inh	Mdm2 MdmX PPI	Jurkat NFkB inh	TIM10 inh	CHOP UPR activ	tim23-1 inh
Nc1ccccc1Sc1c[nH]c2ccccc12	-27	-3	19	14	-6	24	5.3	31
O=C(NN=C1CCCCCCCCCCC1)c1cccnc1	4	-3	6	-19	-14	-2	0.2	2
CCCNC(=O)CCc1nnc2ccc(N3CCC(C)CC3)nn12	8	-4	15	9	8	-1	-0.6	-1
CC1(C(=O)NC2CCCCCCC2)CCC(=O)N1CCN1CCOCC1 (stereo unspecified)	-1	-1	-8	10	15	-3	-0.2	0
COc1ccc(CNC(=O)CCNC(=O)N2CCn3c2nc2ccccc23)cc1	7	-2	15	4	20	-1	-1.9	10

High-throughput results from PubChem.
